BLM inh = inhibitors of human Bloom syndrome helicase BLM; recombinant BLM DNA unwinding, fluorescence dequenching; Potency, µM (series often up to 56.1 µM), without a hit: at the top dose activity change, negative = inhibition, hits mostly inhibitors; 350,000 tested, 0.2% active; AID 2528;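 note: plate controls were vehicle for no effect and no enzyme for full effect; nearly all actives have a fitted effect of over 35% in size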
GLS inh = blocks human kidney-isoform glutaminase activity; GLS enzymatic activity, qHTS titration; Potency, µM (doses to about 45.5 µM), without a hit: top-dose activity change, negative = inhibition, usual class: inhibitors; 410,000 tested, 0.21% active; O94925; AID 624170; note: % is set by controls: 0 for no effect and ±100 for the full control effect
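Human kidney-isoform GLS in 45 mM KH2PO4 pH 8.2, 0.02% Tween-20, with compound, started with 1mM L-Glutamine (added stock). Glutamate oxidase/HRP/Amplex red coupled fluorescence read at start and after 30 min at RT.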
Pin1 inhibitor = human Pin1 inhibition; AID 504891; Pin1 FP peptide displacement, HiFluor488, 10 min; 390,000 tested, 0.009% active; Potency, µM (series often up to 115 µM), inactives show top-dose activity, negative = inhibition, most hits filed as inhibitors; active = well fitted inhibition curve with a large enough effect in the polarisation, with a control signal flat, not every such curve was filed as active; inconclusive = small, poorly fitted or top-dose-only effect, or effect the other way, or a change in a side signal; inactive = no such curve, though single readings can be large or run the other way; the % refers to the polarisation; note: % is set by controls: 0 for no effect and ±100 for the full control effect
PGK inhibitor = T. brucei PGK inhibition; P07378; PGK/GAPDH coupled, Kinase-Glo luminescence, 60 min; Potency, µM (highest dose often 57.5 µM), for inactives: at the top dose activity change, negative = inhibition, hits mostly inhibitors; 380,000 tested, 0.043% active; AID 602233; note: % is set by controls: 0 for no effect and ±100 for the full control effect; nearly all actives have a fitted effect of over 60% in size
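Luminescent ATP detection (Kinase-Glo Plus) follows a 60-minute room-temperature incubation, with wells lacking PGK as controls. Buffer: 100 mM TEA (pH 7.6), 5 mM MgCl2, 0.01% Tween-20. Coupling enzyme GAPDH (100 nM final) supplies unstable 1,3-BPG in-well.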
G9a inh = G9a (human) methyltransferase inhibition; Q96KQ7; Potency, µM (top dose mostly 102 µM), for inactives: top-dose activity, negative = inhibition, hits mostly inhibitors; G9a H3K9 monomethylation, AlphaScreen, 2 h; 350,000 tested, 8.8% active; note: % is set by controls: 0 for no effect and ±100 for the full control effect; nearly all actives have a fitted effect of over 75% in size
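Step 1: enzyme (final 20 nM) with compound, 15 min RT. Step 2: substrate peptide 500 nM and SAM 20 uM, 2 h RT. Step 3: anti-H3K9me1 antibody and AlphaScreen beads, 10 min, then plate read.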
JMJD2A Tudor inh = JMJD2A Tudor domain (human) inhibition; AlphaScreen JMJD2A-Tudor / H3K4me3 peptide binding; Potency, µM (series often up to 114 µM), for the others: at the top dose activity change, negative = inhibition, usual class: inhibitors; 390,000 tested, 4.4% active; note: % is set by controls: 0 for no effect and ±100 for the full control effect; nearly all actives have a fitted effect of over 50% in size
BAZ2B block = inhibitors of human BAZ2B bromodomain; Potency, µM (series often up to 114 µM), inactives show top-dose activity change, negative = inhibition, usual class: inhibitors; AlphaScreen BAZ2B-H3K14Ac peptide displacement; 360,000 tested, 4.4% active; note: % is set by controls: 0 for no effect and ±100 for the full control effect; nearly all actives have a fitted effect of over 60% in size
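Protein-peptide AlphaScreen: BAZ2B 50 nM, b-H3K14Ac 50 nM, 1x PBS pH 7.4 + 0.01% Tween-20. Preincubation 30 min RT; cpd 30 min RT (top 110 uM); beads 20 min RT, light-protected.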
POLI inh = blocks human DNA polymerase iota activity; Q9UNA4; Pol iota fluorescent replication assay, 10 min; Potency, µM (top dose mostly 115 µM), for inactives: at the highest dose activity, negative = inhibition, usual class: inhibitors; 390,000 tested, 1% active; AID 588590
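Fluorescent replication assay read twice, at 0 min and 10 min after adding 50 nM (final) substrate. Enzyme (10 nM) and compounds were first incubated 15 min at room temperature; enzyme-free buffer wells were negative controls.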
HP1b binding inh = inhibitors of HP1-beta chromodomain binding to methylated histone tails | P83916 | AlphaScreen HP1-beta / biotin-H3K9me3 peptide binding | Potency, µM (series often up to 114 µM), inactives show at the top dose activity change, negative = inhibition, hits mostly inhibitors | 390,000 tested, 0.56% active; note: nearly all actives have a fitted effect of over 70% in size; inactives centre near 23
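HP1-beta protein (50 nM final) preincubated 30 min at room temperature with biotinylated H3(1-18)K9me3 peptide (50 nM) in PBS pH 7.4, 0.01% Tween-20, then compound added for 30 min. AlphaScreen streptavidin donor/nickel chelate acceptor beads (10 ug/mL final), 30 min dark, luminescence read.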
Active calls of the source: *; i = inactive; ? = inconclusive; . = not tested or not shown; & = joins results of further samples; [ ] = another dose, or the depositor's remark. Unless noted, calls come from the whole dose curve; as a rule, active = well fitted curve in the direction sought with a large enough effect; inconclusive = small, poorly fitted or top-dose-only effect, or another doubt; inactive = no such curve, though single readings can be large; an effect the other way counts as inactive or inconclusive. Potency is the fitted concentration of half-maximal effect.

SMILES	BLM inh	GLS inh	Pin1 inhibitor	PGK inhibitor	G9a inh	JMJD2A Tudor inh	BAZ2B block	POLI inh	HP1b binding inh
CCc1cccc2sc(NC(=O)c3ccc(N4C(=O)CCC4=O)cc3)nc12	1.8%	0.3%	2.6%	-7.6%	-7.7%	-2.8%	-0.1%	-8.8%	44.5%[activator]
Cc1cccc(C(=O)NNC(=O)CCCCC(=O)NNC(=O)c2cccc(C)c2)c1	-1.3%	-4.6%	?	-3.9%	-6.8%	-11.5%	-3.3%	107.5%[activator]	35.1%[activator]
O=C(NC(=O)c1cnccc1C(F)(F)F)Nc1ccccc1	0.4%	5.2%	-3.7%	0.7%	1.4%	-14.5%	-0.9%	60.1%[activator]	0.9%
COc1cccc(OCc2nc3ccccc3n2C)c1	0.0%	-0.4%	-1.6%	.	-5.8%[59 µM]	6.9%	-1.4%	-5.2%	36.3%
Cc1sc(-c2ccncc2)nc1OC(=O)c1ccccc1	-9.6%	-11.1%	-7.3%	2.4%	-3.0%[59 µM]	3.4%	21.0%	13.5%	29.5%
COc1cc2nc(-c3cccs3)oc(=O)c2cc1OC	.	-0.3%	-1.2%	-9.6%	.	-8.8%	.	31.3%[activator]	21.4%
COc1ccc(-c2oc3cccnc3c2C#CC2(O)CCCCC2)cc1	-9.4%	7.7%	?	14.6%	28.2µM*	-11.4%	-28.6%	-19.8%	63.9%[activator]
CC(=O)N1CCc2c(sc3c2c(=O)n(-c2ccccc2C)c(=O)n3CC(=O)Nc2ccccc2)C1	-2.9%	-5.7%	12.6%	-2.4%	-2.2%[59 µM]	-21.8%	-1.5%	6.6%	2.4%
O=C(COC(=O)Cc1ccc(Cl)cc1)NCc1ccco1	.	?	-11.1%	-23.9%	.	56.2µM*	.	22.4µM*	?
Cc1nc(NC(=O)CCc2ccccc2)sc1C	-7.2%	2.0%	-1.4%	-3.6%	10µM*	-28.3%	?	71.0%[activator]	?
N#CCC(=O)N/N=C/c1cc(Br)ccc1OCc1cccc2ccccc12	-9.8%	14.8%	28.8%	-3.2%	-12.1%[2.33 µM]	-26.0%	-17.0%	?	17.8%
COc1ccc(OC)c(S(=O)(=O)N2CCCC(C(=O)N3CCOCC3)C2)c1 (centres undefined)	-3.5%	4.2%	0.8%	-2.1%	14.3%	-8.4%	8.3%	43.2%[activator]	-17.3%
O=c1oc2ccccc2c(Nc2ccc(F)cc2)c1[N+](=O)[O-]	-1.5%	5.6%	1.5%	6.1%	7.1%	-28.0%	-16.7%	3.4%	17.6%
COc1c2c(nc3ccccc13)OC(C(C)(O)CO)C2 (centres undefined)	-4.8%&-3.1%	-7.0%	-1.2%	-0.7%	19.2%[12.7 µM]	-16.8%	-27.7%	-0.7%[58.9 µM]	28.4%
CN(CCO)c1ccc(C=NNc2ccc([N+](=O)[O-])cc2S(=O)(=O)Nc2ccccc2C(=O)O)cc1	.	11.2µM*	6.4%	-19.0%	.	44.7µM*	.	?	44.7µM*
N=c1ccccn1CC(O)COc1ccccc1 (centres undefined)	1.7%	-1.2%	-1.5%	-1.3%	9.6%	-13.1%	-3.7%	12.9%	20.5%
Clc1cccc2c1Sc1ccccc1CC2N1CCNCC1 (centres undefined)	26.2%	7.5%	1.2%	-7.0%	?	?	?	104.3%[activator]	18.9%
CC(C)OP(C)(=O)CN1CCN(CP(C)(=O)OC(C)C)CC1 (centres undefined)	-0.7%	-0.7%	-14.0%	3.1%	?	-13.4%	-27.8%	?	37.9%
COc1ccc(OC)c(/C=N/N2CCN(c3ccc(Cl)cc3)CC2)c1	-3.1%	-10.9%	8.1%	.	-49.9%[2.33 µM]	-20.5%	-25.7%	-25.7%	19.0%
O=C(Oc1cccc2ccccc12)c1ccco1	-5.1%	-1.7%	-3.4%	i	?	16.4%	5.4%	5.9%	58.4%
Cc1ccccc1NC(=O)Nc1ccccc1C(N)=O	-6.3%	-3.8%	-4.4%	-10.6%	-2.7%[59 µM]	-13.4%	2.3%	23.4%	-7.2%
CC1CCN(Cc2nc(-c3ccc(Cl)cc3)no2)CC1	-3.3%	-1.7%	8.3%	10.0%	103.0%[activator]	16.2%	7.6%	20.7%	61.5%[activator]
CCOC(=O)c1ccc(NC(=O)C2CCN(S(=O)(=O)c3c(C)nn(C)c3C)CC2)cc1	-1.6%	-7.9%	7.7%	-6.1%	.	-2.1%	-7.0%	14.4%	27.8%
COc1ccc(C(=O)NCCS(=O)(=O)N2CCN(C(=O)c3ccco3)CC2)cc1	.	-7.1%	-0.4%	-5.4%	8.3%[0.501 µM]	-1.7%	-3.6%	-14.1%	6.7%
CN1CCN(C(=O)c2cnn(-c3ccccc3)c2NC(=O)c2ccc(Br)cc2)CC1	.	4.6%	3.9%	3.9%	.	-5.1%	.	3.3%	18.6%

(more compounds)
SMILES	BLM inh	GLS inh	Pin1 inhibitor	PGK inhibitor	G9a inh	JMJD2A Tudor inh	BAZ2B block	POLI inh	HP1b binding inh
OC(COC(c1ccc(Cl)cc1)c1ccc(Cl)cc1)CN1CCCC1 (centres undefined)	-2.3%	11.2%	8.8%	2.1%	3.2%[59 µM]	-20.5%	-11.4%	26.1%	7.0%
CC(=O)n1nnc2ccccc21	1.6%	.	-8.0%	.	.	-4.8%	.	-15.5%	14.6%
Cc1c(-n2c(-c3ccccc3)nc3ccccc3c2=O)c(=O)n(-c2ccccc2)n1C	-1.9%	2.1%	2.8%	0.2%	3.5%	-8.3%	-24.0%	21.6%	33.8%
O=C(Cn1cc(C(F)(F)F)ccc1=O)N/N=C/c1ccc(F)cc1	-0.8%	-7.1%	-0.4%	-8.0%	13.0%	-1.7%	-0.1%	76.3%[activator]	41.0%[activator]
O=[N+]([O-])c1cc(S(=O)(=O)N2CCCCC2)ccc1NCc1cccc(Cl)c1	-2.8%	2.5%	39.8%[activator]	-1.4%	?	-30.9%[57.1 µM]	?	5.0%	?
CCN(C[C@H]1N[C@@](CC)(C(=O)OC)[C@H]2C(=O)N(C)C(=O)[C@@H]12)C(=O)Nc1ccc(Cl)cc1	.	-1.1%	-3.9%	i	.	-20.9%	.	-5.5%	67.1%[activator]
Cc1cc(NC(=O)COC(=O)C2CCN(S(=O)(=O)c3c(Cl)cccc3Cl)CC2)no1	-6.8%	-17.0%	-4.1%	-4.8%	-5.6%	6.8%	9.6%	-5.0%	36.5%
O=C(COC(=O)c1ccc2c(c1)C(=O)N(Cc1ccncc1)C2=O)Nc1ccccc1[N+](=O)[O-]	-26.3%	0.3%	?	-0.9%	-0.6%[59 µM]	?	-38.7%	22.4µM*	-19.2%
COCCn1c(C)cc(O)c(C(c2ccccc2Cl)N2CCN(c3ccccc3)CC2)c1=O (centres undefined)	-2.1%	13.4%	4.1%	4.0%	51.1%[activator][59 µM]	-17.2%	16.9%	-4.9%	36.2%[57 µM]
COc1cccc(-c2nnc(SCN3C(=O)c4ccccc4C3=O)n2C)c1	-1.4%	11.3%	12.3%	i	-8.3%[59 µM]	-14.1%	?	-3.5%	33.9%
CCOC(=O)CSc1ccc(C(=O)Nc2ccc(OC)cc2)cn1	-7.7%	-1.4%	-6.4%	-5.2%	-4.8%[12.7 µM]	-9.1%	-9.7%	0.9%	18.1%
COC(=O)c1cccc(CN2C(=O)SC(Nc3ccccc3)C2=O)c1 (centres undefined)	-1.8%	-29.8%	-0.4%	0.2%	79.4µM*	1.4%	-8.9%	33.2%[activator]	34.2%
Cc1cc(C)cc(C(=O)n2nc(C)c(S(=O)(=O)N3CCCCCC3)c2C)c1	-6.3%	2.0%	-14.3%	7.9%	27.7%[59 µM]	32.6%	8.0%	-5.6%	66.3%[activator][57 µM]
O=C(CSc1ccc(-c2ccccc2)nn1)N1CCN(c2ccccc2)CC1	-6.8%	6.8%	-0.6%	-3.7%	-0.8%	-11.3%	16.0%	27.9%	16.1%
CCOc1ccc(N2C(=O)c3ccc(C(=O)OCC(=O)N(CC)C4CCS(=O)(=O)C4)cc3C2=O)cc1 (centres undefined)	-21.3%	-9.1%	1.8%	-5.5%	17.5%	-22.4%	-12.6%	11.2%	21.8%
O=C(NCCc1ccccc1)c1cnc2ccccc2n1	2.1%	-2.6%	1.9%	1.2%	24.6%	-19.4%	9.8%	-3.5%	18.5%
CC(C)N(Cc1ccccc1)C(=O)CSc1nccn1C	1.5%	0.4%	-1.8%	-2.7%	9.4%	-21.1%	.	8.7%	24.4%
CC(NC(=O)COC(=O)C1CCC1)c1ccccc1 (centres undefined)	.	-5.2%	2.1%	4.3%	5.2%	-14.6%	23.6%	-10.2%	-0.9%
C=CCC1(CC=C)CCCN1C(=O)c1cc(COc2ccc(-n3cncn3)cc2)on1	-12.2%	7.4%	1.2%	0.5%	-3.3%[12.7 µM]	-23.5%	-8.9%	11.4%	29.5%
Cc1ccc(CC(=O)Nc2nnc(-c3ccc(F)cc3)o2)c(C)c1	-0.2%	3.3%	6.5%	-5.2%	16.7%	-13.2%	-31.3%	-15.6%	13.9%[57 µM]
Cc1ccc(NC(=O)c2sccc2C)cc1[N+](=O)[O-]	-5.0%	3.4%	-7.1%	5.8%	-20.8%[59 µM]	-15.0%	-5.6%	148.1%[activator]	2.6%
CN(C)c1cc(Nc2cccc(O)c2)c([N+](=O)[O-])c2nonc12	-3.1%	-1.5%	?	-4.0%	-3.9%	-17.7%	-16.1%	12.0%	14.3%
CC(C)C[C@H](NC(=O)N1CCn2c1nc1ccccc12)C(=O)N[C@@H](Cc1ccccc1)C(=O)O	-0.9%	-0.8%	-5.3%	i	29.0%	-12.9%	-3.8%	56.8%[activator]	34.2%

Taken from above.
Under BAZ2B block, OC(COC(c1ccc(Cl)cc1)c1ccc(Cl)cc1)CN1CCCC1 (centres undefined) is listed with -11.4%
Under JMJD2A Tudor inh, CN(C)c1cc(Nc2cccc(O)c2)c([N+](=O)[O-])c2nonc12 is listed with -17.7%

Screening data (PubChem BioAssay)

A portion of the library, so the mix of outcomes need not match the whole.
